Compound activity deposited in PubChem by several laboratories.
DSG3 Ab inh – inhibitors of pemphigus antibody binding to DSG3, primary screen, biochemical, bead-based, flow cytometry, scFv-GFP. Desmoglein-3 (Homo sapiens), P32926. DSG3-coupled beads, scFv-anti-DSG3-GFP binding; hits give low values. binding (percent of control), % at 10 µM. hit rate 0.48% among 310,000. AID 588358, 2011;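 active means binding more than 3 SD below its plate's average and above zero; inconclusive means below that plate limit but binding exactly zero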;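 further: hits lower antibody fragment binding to DSG3; some compounds called inactive have numbers as strong as hits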
Target sequence (P32926 whole entry, looked up, the tested form may be a part): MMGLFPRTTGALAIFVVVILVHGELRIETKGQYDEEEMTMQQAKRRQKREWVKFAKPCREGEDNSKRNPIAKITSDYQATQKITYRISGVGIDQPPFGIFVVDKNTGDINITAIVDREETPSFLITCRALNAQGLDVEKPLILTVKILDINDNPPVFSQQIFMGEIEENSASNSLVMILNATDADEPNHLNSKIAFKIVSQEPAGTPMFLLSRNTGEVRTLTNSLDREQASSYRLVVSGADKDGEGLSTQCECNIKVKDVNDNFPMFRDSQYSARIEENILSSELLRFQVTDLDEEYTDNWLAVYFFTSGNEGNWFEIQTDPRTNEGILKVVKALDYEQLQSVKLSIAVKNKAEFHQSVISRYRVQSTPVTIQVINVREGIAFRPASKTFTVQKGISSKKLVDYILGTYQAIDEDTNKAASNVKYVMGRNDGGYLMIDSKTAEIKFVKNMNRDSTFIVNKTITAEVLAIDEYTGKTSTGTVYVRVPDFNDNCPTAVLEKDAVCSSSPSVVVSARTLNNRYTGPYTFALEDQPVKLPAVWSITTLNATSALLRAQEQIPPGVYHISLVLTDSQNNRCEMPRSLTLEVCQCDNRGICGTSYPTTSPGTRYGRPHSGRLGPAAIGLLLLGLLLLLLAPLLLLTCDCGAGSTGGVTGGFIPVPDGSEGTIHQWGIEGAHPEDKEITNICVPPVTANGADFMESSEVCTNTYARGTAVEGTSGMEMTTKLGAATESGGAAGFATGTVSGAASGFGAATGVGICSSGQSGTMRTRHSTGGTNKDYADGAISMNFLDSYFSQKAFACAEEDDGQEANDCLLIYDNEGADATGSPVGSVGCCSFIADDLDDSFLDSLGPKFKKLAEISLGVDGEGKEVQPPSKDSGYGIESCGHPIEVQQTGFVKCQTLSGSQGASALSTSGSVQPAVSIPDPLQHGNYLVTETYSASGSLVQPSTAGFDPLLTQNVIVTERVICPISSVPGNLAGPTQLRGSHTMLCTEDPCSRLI
PKA-R1A activ – activators of PKA-R1A holoenzyme, primary screen, biochemical, fluorescence polarization, Cy5-IP20, bovine R1A, mouse PKAc. PKA-R1A dissociation; scaled: DMSO 0%, 113 µM cGMP 100%. activation, % at 11.4 µM. hit rate 0.083% among 340,000. AID 504707, 2011;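 active means percent activation above the mean of all tested compounds plus 3 SD, cut at about 19% in these data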;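 further: higher means more PKAc released from R1A so a rise in polarization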
Tat transport – E. coli Tat export inhibitors, primary screen, MC4100, TorA-mCherry reporter, fluorescence, single point | hit rate 0.036% among 340,000 | inhibition, % at 10 µM | AID 488895, 2010;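 active means mean replicate inhibition at least 50% and at least half of replicates individually reaching 50%; inconclusive means only one of the two criteria met; inactive means neither criterion met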;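 further: exported cargo escapes ClpAP degradation while cytoplasmic cargo is degraded and loses fluorescence; 0% = median of neutral control wells and 100% = median of NaSCN control wells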
AddAB inh – growth inhibition of E. coli expressing H. pylori AddAB, primary screen, AddAB inhibitor project, absorbance. inhibition, % at 11.9 µM. hit rate 0.29% among 330,000; in the data active means inhibition above about 12%;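 further: 0% = vehicle wells of infected cells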
OPRM1-OPRD1 inv – inverse agonists of MOR-DOR heterodimerization, primary screen, cell-based, luminescence; inhibition, % at 9.3 µM; cell-based MOR-DOR heterodimer luminescence, inverse agonism; hit rate 0.21% among 340,000; AID 504357, 2011; Mu-type opioid receptor (Homo sapiens) + Delta-type opioid receptor (Homo sapiens), …; in the data active means inhibition above about 22%, passing the limit was not always enough;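 further: 0% = cells with DMSO and 100% = wells without cells with DMSO; values of inactives mirror those of a sister screen read the other way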
Ecoli viability – E. coli V3065 growth inhibition, primary screen, counter-screen for AddAB inhibitor project, absorbance, OD600. hit rate 0.27% among 330,000. AID 449728, 2010. 18 h. inhibition, % at 11.9 µM;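 active means inhibition above the campaign's mean inhibition across all tested compounds plus 3 SD, cut at about 9.9% in these data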;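 further: uninfected addAB+ strain grown without phage in ampicillin broth; 0% = DMSO wells and 100% = ciprofloxacin 0.95 µg/ml wells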
SUMO Mot1 rescue – yeast Mot1-301 growth rescue at high temperature, primary screen, SUMOylation pathway inhibitor project, S. cerevisiae, ATP luminescence, 38.5C. growth rescue, % at 18.8 µM. hit rate 1% among 320,000. S. cerevisiae Mot1-301 growth rescue; percent above DMSO median, 100 means doubled. AID 2716, 2010;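 active means every valid replicate shows activation above 250% relative to neutral control wells; inactive means the rest, any valid replicate at or below 250%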;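 further: OY570 slx delta 5 strain wells were the positive control but not used for scaling; some compounds called inactive have numbers as strong as hits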
MOR-DOR ag – agonists of OPRM1-OPRD1 heterodimerization, primary screen, cell-based, luminescence | AID 504326, 2011 | hit rate 0.3% among 340,000 | Mu-type opioid receptor (Homo sapiens) + Delta-type opioid receptor (Homo sapiens), … | activation, % at 9.3 µM | cells; in the data active means activation above about 18%;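 further: 0% = vehicle-treated cells and 100% = reference agonist; values of inactives mirror those of a sister screen read the other way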
PfHsp90 set2 – growth inhibition of PfHsp90-expressing yeast, primary screen, antimalarial PfHsp90 inhibitor project, S. cerevisiae, BacTiter-Glo luminescence, single point, set 2; BacTiter-Glo ATP, 48 h; yeast lacking PDR1 and PDR3 efflux regulators; inhibition, % at 9.4 µM; hit rate 0.32% among 310,000; AID 504621, 2011;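 active means every replicate shows inhibition above about 80%, whatever the replicate mean, limit read from the data; inconclusive means mean inhibition reaches the set limit but some replicate falls short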;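 further: 0% = DMSO neutral controls and 100% = 20 µM radicicol positive controls; yeast relying on Plasmodium falciparum Hsp90 in place of its own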
phage Ecoli inh – growth loss of phage-infected E. coli, primary screen, RecBCD inhibitor project, absorbance, with phage, HTS; hit rate 0.26% among 360,000; inhibition, % at 11.9 µM; AID 651602, 2012; in the data active means inhibition above about 11%
Arr AP2 block – inhibitors of beta-arrestin/AP2 binding, primary screen, biochemical, GPCR trafficking, flow cytometry | AID 504490, 2011 | FITC-arrestin peptide / GST-AP2 beads; AP2 beta2 appendage carries R879A mutation | inhibition, % at 10 µM | hit rate 0.31% among 340,000;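 active means inhibition above a set limit, near 3 SD of compounds lacking own fluorescence, cut at about 54% in these data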;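 further: plate controls were DMSO wells for no effect and 5 µM unlabelled arrestin peptide for full effect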
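system = GST-tagged AP2 beta2-adaptin appendage (R879A) on 4 µm glutathione beads | reagent = FITC-labelled arrestin peptide probe, 50 nM final | schedule = compound with beads 12 min RT, then probe 1 h RT | signal = HyperCyt-sampled flow cytometry, FL1 channel, ex 488/em 535 nm | read-out = percent response from loss of bead-bound FITC fluorescence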
* = called active by the depositor; ? = inconclusive; · = no result given.

SMILES	DSG3 Ab inh	PKA-R1A activ	Tat transport	AddAB inh	OPRM1-OPRD1 inv	Ecoli viability	SUMO Mot1 rescue	MOR-DOR ag	PfHsp90 set2	phage Ecoli inh	Arr AP2 block
COc1ccc(CCNC(=O)[C@H](C)N2C(=O)N3CCc4c([nH]c5ccccc45)[C@@]3(C)C2=O)cc1OC	105	-8	8	2.5	5	-3.7	-1	-1.0	7	-0.5	2
COC(=O)c1ccc(N2C(=O)CC(SCC(=O)Nc3ccc(OC)cc3)C2=O)cc1 (stereo unspecified)	103	6	-4	-0.9	13	1.1	63	-2.6	2	-2.1	7
COC(=O)C1CCN(C(=O)NC2CCCCC2)CC1	125	-4	7	-1.5	13	-0.5	-4	-2.8	13	2.6	-6
O=C(CN1C(=O)c2ccccc2S1(=O)=O)N1CCN(c2ccccc2F)CC1	98	-3	-3	2.0	8	-0.6	386	-1.5	12	1.3	12
CCCSc1nnc(N2C(=O)C(O)=C(C(=O)c3ccco3)C2c2ccccc2F)s1 (stereo unspecified)	142	-1	-5	2.7	5	1.9	8	-0.9	0	-1.4	-18
Cc1ccc(NC(=O)[C@H](NC(=O)[C@@H]2Cc3ccccc3CN2)c2ccccc2)c(C)c1	111	8	2	3.1	4	-1.0	-7	-0.8	-4	2.1	-2
O=C(Nc1ccc2c(c1)OCCO2)c1c(F)cccc1F	·	-3	-2	-0.1	23	0.0	1	-4.2	33	·	-2
COc1ccc(S(=O)(=O)Nc2cc(OC)c(NC(=O)c3ccco3)cc2OC)cc1	107	-4	1	0.4	-15	0.9	-20	2.3	-5	0.0	-4
COc1ccc(OC)c(S(=O)(=O)n2ccnc2C)c1	97	-10	4	0.4	9	2.4	26	-1.5	5	-0.5	2
CC(NC(=O)CN(C)S(=O)(=O)c1ccc(Br)s1)c1ccccc1 (stereo unspecified)	106	1	-3	0.8	8	-2.0	-8	-1.6	20	2.6	-11
CC(Oc1cccnc1[N+](=O)[O-])C(=O)N1CCc2ccccc21 (stereo unspecified)	103	5	?	5.9	2	2.7	6	-0.4	·	5.9	-5
CNC(=S)N/N=C/c1cn(CCOc2ccc(OC)cc2)c2ccccc12	92	-3	0	5.1	-30	-1.0	-8	5.9	-32	2.0	22
CCn1c(SCC(=O)N2CCN(c3ccc(F)cc3)CC2)nnc1-c1ccncc1	105	-4	0	·	-9	·	·	1.7	16	2.1	9
O=C(COc1cc(Cl)ccc1Cl)Nc1nnc(CC(=O)N2CCOCC2)s1	96	-6	-6	2.4	6	1.3	-15	-1.0	2	4.3	27
COc1ccc(CCNc2ncccc2C#N)cc1OC	·	0	-5	-2.5	1	-1.6	-26	-0.1	-18	1.3	2
COC(=O)CSc1nc2c(c(=O)n(C)c(=O)n2C)n1CCCc1ccccc1	98	0	0	1.2	-2	1.9	20	0.3	-16	2.4	22
CC(C)Oc1ccc(C(=O)NC2CCCCC2)cc1	·	4	-1	5.0	-4	-0.6	1	1.1	-23	4.2	-1
O=C(OCC(=O)N(Cc1ccccc1)C1CCS(=O)(=O)C1)c1cc2c(s1)CCCC2 (stereo unspecified)	100	7	2	0.7	0	-0.3	2	-0.1	-24	3.0	-3
CC(=O)/C(N=Nc1cc2c(c([N+](=O)[O-])c1C)C(C)(C)CC2(C)C)=C(\C)O	108	·	·	-1.8	·	-4.2	3	·	·	3.4	-7
O=C1Nc2cccnc2Sc2ccccc21	83	-1	6	2.1	-10	-1.6	-23	1.7	24	-3.0	5
CC(C)Cc1ccc(CN2CCCC(NC(=O)c3ccoc3)C2)cc1 (stereo unspecified)	·	-11	-4	14*	-22	13*	-9	4.1	17	3.7	0
Cn1c(N)c(C(=O)COC(=O)c2ccc(Cl)c(S(=O)(=O)N3CCCC3)c2)c(=O)n(C)c1=O	102	7	-5	-1.4	9	-0.8	-10	-1.7	-21	2.1	0
CCN(CC)C(=O)Cn1cc(C(=O)C(=O)N2CCN(c3ccc([N+](=O)[O-])cc3)CC2)c2ccccc21	110	5	2	-2.1	1	-0.8	258	-0.1	-14	1.3	2
CCOC(=O)C1=C(C)NC(=O)NC1/C(C)=C/c1ccccc1 (stereo unspecified)	114	-3	11	-0.8	-3	-1.9	43	0.5	-3	4.7	34
CSc1cccc(NC(=S)N(CCCN2CCC(C)CC2)Cc2cccs2)c1	102	12	0	-0.2	-16	-0.5	-7	3.1	11	3.4	1
C=CCN(CC=C)Cc1cc(=O)n2c(-c3ccccc3)csc2n1	106	-1	-11	0.7	17	-2.5	-3	-3.2	15	4.4	30
COc1cc(OC)nc(NC(=O)COC(=O)C2CCCCC2)n1	103	12	-1	2.9	4	0.5	-14	-0.7	0	4.2	0
CCOc1ccccc1NC(=O)CCS(=O)(=O)c1cccc2nsnc12	·	-4	-6	1.0	5	1.3	4	-0.7	10	1.4	1
O=C(CCN1CCOCC1)NNC(=S)NC(=O)c1ccc(Br)cc1	98	-3	-2	0.6	14	3.2	22	-2.7	-8	-2.6	12
O=C(O)c1cc(-c2cccc3ccccc23)nc2ccccc12	102	13	-2	0.8	1	1.3	-8	-0.1	2	0.7	5
Cc1csc(SCC(=O)N2CCCC2)n1	·	-9	-3	1.7	9	-1.4	-6	-1.9	4	0.7	1
CCOC(=O)c1c(C)[nH]c(C)c1C(=O)COC(=O)c1cccc(C)c1O	112	1	14	-0.5	-12	1.3	380	2.2	·	1.2	-7
N#CCCSCc1ccc(C(=O)O)o1	79	-8	-4	2.2	-6	0.9	-1	0.9	5	-0.6	32
COc1ccc(Cl)cc1S(=O)(=O)N1CCN(C)CC1	107	-6	1	2.5	16	-0.2	16	-3.2	5	1.2	-10
Cc1csc(C(=O)NCC(=O)NNC(=O)c2cccc(Cl)c2)c1	111	2	0	2.8	9	0.4	0	-2.7	19	0.9	2
COc1cc(/C=C/C(=O)O)cc(S(=O)(=O)Nc2cccc(S(=O)(=O)N3CCOCC3)c2)c1OC	89	9	-4	-0.8	2	-1.9	7	-0.4	11	2.1	6
CCc1ccc(C(=O)NNC(=O)c2ccc(=O)n(C)n2)cc1	108	0	-6	-0.9	15	0.1	9	-4.7	10	2.2	0
CCC(C(=O)NCCCc1ccccc1)c1ccccc1 (stereo unspecified)	115	-5	-3	3.2	3	1.2	-11	-0.7	18	1.1	-5
O=C(N/N=C/c1cccn1-c1ccccc1)c1ccncc1	95	1	-2	1.6	13	1.4	80	-2.9	3	0.9	58*
O=C(NCCc1csc(-c2cccnc2)n1)c1ccccc1Br	90	2	0	2.0	10	1.8	-17	-2.0	-2	0.9	-14
COc1cc(/C=C/C(=O)NCC2CCCCC2)cc(OC)c1OC	90	4	-2	3.0	13	-1.1	13	-2.1	26	1.7	-8
O=C(CN1CCN(c2ccccc2F)CC1)N1CCc2ccccc21	97	-25	2	0.4	-13	-2.0	8	1.6	-4	0.9	-8
O=C(O)CCCn1cc(NC(=O)COc2ccccc2[N+](=O)[O-])cn1	·	·	-3	-0.3	·	2.8	9	·	6	1.6	16
O=C1C2CCCN2C(c2ccccc2)N1c1ccc(Cl)cc1 (stereo unspecified)	·	-7	-3	0.3	17	1.0	3	-2.9	·	1.0	-12
COc1ccc(-c2noc(CCC(=O)Nc3cc(Cl)c(OC)cc3OC)n2)cc1	104	-4	10	3.2	14	-2.7	1	-2.3	-22	2.5	-11

Ordered by the number under PKA-R1A activ (descending): 6 of the compounds above
compound	DSG3 Ab inh	PKA-R1A activ	Tat transport	OPRM1-OPRD1 inv	SUMO Mot1 rescue	MOR-DOR ag	phage Ecoli inh	Arr AP2 block
COc1cc(/C=C/C(=O)O)cc(S(=O)(=O)Nc2cccc(S(=O)(=O)N3CCOCC3)c2)c1OC	89	9	-4	2	7	-0.4	2.1	6
CCOC(=O)c1c(C)[nH]c(C)c1C(=O)COC(=O)c1cccc(C)c1O	112	1	14	-12	380	2.2	1.2	-7
CCC(C(=O)NCCCc1ccccc1)c1ccccc1 (stereo unspecified)	115	-5	-3	3	-11	-0.7	1.1	-5
COc1ccc(Cl)cc1S(=O)(=O)N1CCN(C)CC1	107	-6	1	16	16	-3.2	1.2	-10
Cc1csc(SCC(=O)N2CCCC2)n1	·	-9	-3	9	-6	-1.9	0.7	1
O=C(CN1CCN(c2ccccc2F)CC1)N1CCc2ccccc21	97	-25	2	-13	8	1.6	0.9	-8

(listing goes on)
SMILES	DSG3 Ab inh	PKA-R1A activ	Tat transport	AddAB inh	OPRM1-OPRD1 inv	Ecoli viability	SUMO Mot1 rescue	MOR-DOR ag	PfHsp90 set2	phage Ecoli inh	Arr AP2 block
NNC(=O)c1sc(-c2ccc(Cl)cc2)cc1N	103	-10	-5	-0.6	-4	-0.8	-15	0.8	-2	-1.8	-9
CCCOC(=S)N/C(=N\S(=O)(=O)c1ccccc1)c1ccccc1	108	-8	-9	-0.4	-2	-0.5	2	0.3	-44	1.1	1
CCOC(=O)C1=C(C)N(C)C(=S)NC1c1ccc(Cl)cc1 (stereo unspecified)	101	-8	-2	2.9	3	-0.2	-9	-0.7	-16	1.5	-9
CC(=O)Nc1ccc(NC(=S)NC(=O)c2ccc([N+](=O)[O-])c(C)c2)cc1	103	7	-3	1.6	11	-1.4	-10	-1.9	21	3.6	-11
CSCCNC(=O)c1ccc2nc(Cc3ccccc3F)oc2c1	121	-10	15	2.7	8	-0.5	54	-1.6	-15	0.7	-17

Fetched by structure from the entries so far:
SMILES	DSG3 Ab inh	PKA-R1A activ	Tat transport	AddAB inh	OPRM1-OPRD1 inv	Ecoli viability	SUMO Mot1 rescue	MOR-DOR ag	PfHsp90 set2	phage Ecoli inh	Arr AP2 block
CSCCNC(=O)c1ccc2nc(Cc3ccccc3F)oc2c1	121	-10	15	2.7	8	-0.5	54	-1.6	-15	0.7	-17
NNC(=O)c1sc(-c2ccc(Cl)cc2)cc1N	103	-10	-5	-0.6	-4	-0.8	-15	0.8	-2	-1.8	-9

Some values from the entries so far.
`CCOC(=O)C1=C(C)N(C)C(=S)NC1c1ccc(Cl)cc1` (stereo unspecified) in PKA-R1A activ shows -8
`O=C(Nc1ccc2c(c1)OCCO2)c1c(F)cccc1F` in SUMO Mot1 rescue shows 1
`O=C(OCC(=O)N(Cc1ccccc1)C1CCS(=O)(=O)C1)c1cc2c(s1)CCCC2` (stereo unspecified) in Arr AP2 block shows -3
